CHRM1 antagonist: human CHRM1 antagonism | inhibition, % at 3 µM | 1.3% of 360,000 active | P11229 | CHO-K1 hM1, Fluo-8 calcium fluorescence, ACh EC80 antagonist;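 active = percent inhibition above its own plate's cutoff, namely the mean of that plate's compound wells plus 3 SD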;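 also: peak over basal fluorescence ratio during 140 s after agonist addition; 0% = ACh EC80 plus DMSO and 100% = DMSO alone without agonist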
Target sequence (P11229 whole entry, looked up): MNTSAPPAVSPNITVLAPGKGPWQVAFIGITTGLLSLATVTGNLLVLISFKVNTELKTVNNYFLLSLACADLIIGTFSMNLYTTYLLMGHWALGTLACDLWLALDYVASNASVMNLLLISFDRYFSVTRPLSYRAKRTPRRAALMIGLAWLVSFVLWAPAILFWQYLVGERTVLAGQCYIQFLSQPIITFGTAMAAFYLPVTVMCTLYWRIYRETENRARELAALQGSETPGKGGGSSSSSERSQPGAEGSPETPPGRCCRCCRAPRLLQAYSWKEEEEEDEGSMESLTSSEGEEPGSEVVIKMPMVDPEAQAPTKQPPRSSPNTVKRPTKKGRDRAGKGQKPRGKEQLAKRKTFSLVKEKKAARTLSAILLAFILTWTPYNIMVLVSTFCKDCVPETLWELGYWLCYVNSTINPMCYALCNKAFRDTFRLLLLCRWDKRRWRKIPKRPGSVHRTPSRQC
M1 ag: activates human CHRM1 receptor. CHO-K1 hM1, Fluo-8 calcium fluorescence, agonist mode; 0% DMSO, 100% acetylcholine EC100. 0.33% of 360,000 active. AID 588814. activation, % at 3 µM;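 active = activation above the run's mean compound activation plus 3 SD, cut at about 16% in these data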;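 also: peak over basal fluorescence ratio within a 140 s kinetic read after compound addition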
CHRM4 antagonist: antagonists of human muscarinic M4 receptor (CHRM4) | P08173 | CHO-hM4 cells, ACh EC80, Fluo-8 calcium fluorescence | inhibition, % at 3 µM | 0.73% of 360,000 active | AID 624125;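 active = inhibition above its plate's cutoff, the mean inhibition of sample wells plus 3 SD, cut at about 27% in these data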;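 also: 0% = acetylcholine EC80 with DMSO and 100% = DMSO without agonist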
Target sequence (P08173 whole entry, looked up): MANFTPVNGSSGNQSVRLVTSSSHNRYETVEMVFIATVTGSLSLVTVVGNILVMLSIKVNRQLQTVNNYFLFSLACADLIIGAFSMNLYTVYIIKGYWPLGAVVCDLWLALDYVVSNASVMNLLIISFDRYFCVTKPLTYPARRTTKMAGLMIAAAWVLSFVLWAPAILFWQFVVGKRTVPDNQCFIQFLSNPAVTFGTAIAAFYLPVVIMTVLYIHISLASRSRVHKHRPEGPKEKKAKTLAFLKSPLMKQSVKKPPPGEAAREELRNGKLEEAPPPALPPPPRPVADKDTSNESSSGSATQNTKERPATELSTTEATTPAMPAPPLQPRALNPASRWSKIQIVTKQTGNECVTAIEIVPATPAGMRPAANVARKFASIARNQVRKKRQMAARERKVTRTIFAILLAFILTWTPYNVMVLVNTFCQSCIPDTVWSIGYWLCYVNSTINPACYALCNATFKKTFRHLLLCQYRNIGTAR
M5 PAM: positive allosteric modulators of human muscarinic M5 receptor | P08912 | CHO-K1 hM5, Fluo-8 calcium, ACh EC20 PAM; 0% = ACh EC20, 100% = ACh EC100 | activation, % at 3 µM | 0.3% of 360,000 active;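 active = activation above the run cutoff, the mean activation of all test compounds plus 3 SD, cut at about 18% in these data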
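Assay system – human M5 receptor in CHO-K1 cells · Read-out – % activation, ACh-normalized · Technique – Fluo-8 calcium fluorescence · Dosing – single-point, 3 µM nominal · Incubation – Fluo-8 loading 80 min at 37 °C plus 30 min room temperature · Repeats – singlicate, one well per test compound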
M4 ag: CHRM4 agonism in calcium assay; P08173; CHO-K1 hM4/Gqi5, Fluo-8 calcium fluorescence; vehicle 0%, full acetylcholine response 100%; activation, % at 3 µM; 0.14% of 360,000 active;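 active = activation above the run mean over all test wells plus 3 SD, cut at about 32% in these data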;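 also: peak over basal fluorescence ratio per well then scaled between controls; 0% = DMSO wells and 100% = acetylcholine at EC100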
TAAR1 agonist: human TAAR1 agonism; CHO RD-HGA16 TAAR1, Fluo-8 calcium fluorescence; vehicle wells 0%, saturating PEA agonist 100%; 0.99% of 360,000 active; activation, % at 3 µM;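 active = activation above the mean activation of all test compounds in the run plus 3 SD, cut at about 38% in these data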
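System: CHO-derived RD-HGA16 cells with stable Gα16 and human TAAR1. Times: 17-24 h plating, Fluo-8 75 min 37 °C, 30 min RT. Measured by: calcium-sensitive Fluo-8 signal, excitation 470-495, emission 515-575 nm. Read-out basis: % activation relative to PEA EC100 response. Control set: DMSO and PEA EC100. Repeats: no replicates (n 1).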
CHRM5 agonist: agonists of human muscarinic M5 receptor (CHRM5); CHO-K1 hM5 cells, Fluo-8 calcium fluorescence; 0% DMSO wells, 100% maximal acetylcholine response; activation, % at 3 µM; 0.19% of 360,000 active; AID 624037;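 active = activation above the run's mean over test compounds plus 3 SD, cut at about 23% in these data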;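 also: signal is peak over basal fluorescence ratio across the kinetic read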
M1 PAM: human CHRM1 positive allosteric modulation; CHO-K1 hM1, Fluo-8 calcium fluorescence, ACh EC20; 0% = ACh EC20, 100% = maximal ACh; activation, % at 3 µM; 0.088% of 360,000 active; AID 588819; in the data active = activation above about 19%, passing the limit was not always enough
M5 antag: antagonists of human muscarinic M5 receptor (CHRM5); P08912; CHO-hM5 cells, Fluo-8 calcium fluorescence, ACh EC80; inhibition, % at 3 µM; 0.59% of 360,000 active; AID 624040;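 active = inhibition above a per-plate cutoff, the mean of that plate's test compounds plus 3 SD, cut at about 27% in these data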;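 also: 0% = acetylcholine EC80 with DMSO and 100% = DMSO without agonist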
Numbers without * were called inactive. Not all compounds are listed; rates above refer to the full screens.

What do the screens show for `COc1ccc(C(=O)NC(=S)N2CCOCC2)cc1[N+](=O)[O-]`?
CHRM1 antagonist: 1; M1 ag: -3; CHRM4 antagonist: -3; M5 PAM: -1; M4 ag: 1; TAAR1 agonist: 2; CHRM5 agonist: -3; M1 PAM: 2; M5 antag: -3

How did COc1ccc(CCn2c(N3CCN(Cc4ccccc4)CC3)nc3c2c(=O)[nH]c(=O)n3C)cc1 do in these assays?
CHRM1 antagonist: 8; M1 ag: -6; CHRM4 antagonist: 7; M5 PAM: -2; M4 ag: 2; TAAR1 agonist: 13; CHRM5 agonist: -4; M1 PAM: -2; M5 antag: 3

What do the screens show for `Cc1nn(C)c(Oc2cccc(Cl)c2)c1C#N`?
CHRM1 antagonist: -9; M1 ag: -8; CHRM4 antagonist: -2; M5 PAM: 0; M4 ag: 0; TAAR1 agonist: -2; CHRM5 agonist: -4; M1 PAM: 7; M5 antag: 5

How did NC1=Nc2cccc3cccc1c23 do in these assays?
CHRM1 antagonist: 24; M1 ag: -5; CHRM4 antagonist: 6; M5 PAM: -5; M4 ag: 2; TAAR1 agonist: 2; CHRM5 agonist: -4; M1 PAM: -8; M5 antag: 5

Results for O=C1CCCCN1CCC(=O)N1CCCC(N2CCN(c3cccc(Cl)c3)CC2)C1 (stereo unspecified) ?
CHRM1 antagonist: 0; M1 ag: -2; CHRM4 antagonist: -2; M5 PAM: -5; M4 ag: 2; TAAR1 agonist: 1; CHRM5 agonist: -5; M1 PAM: 0; M5 antag: 9

How did O=c1c2ccccc2nc(-c2ccccc2)n1/N=C/c1ccc([N+](=O)[O-])cc1 do in these assays?
CHRM1 antagonist: -9; M1 ag: -5; CHRM4 antagonist: -3; M5 PAM: 0; M4 ag: 0; TAAR1 agonist: -2; CHRM5 agonist: -2; M1 PAM: 6; M5 antag: -4

How did CN(C(=O)COC(=O)CCc1nc2ccccc2c(=O)[nH]1)C1CCS(=O)(=O)C1 (stereo unspecified) do in these assays?
CHRM1 antagonist: -1; M1 ag: -3; CHRM4 antagonist: -9; M5 PAM: 9; M4 ag: 0; TAAR1 agonist: 12; CHRM5 agonist: -1; M1 PAM: 1; M5 antag: 4

Results for O=C1CN(C(=O)/C=C/c2ccc(Br)cc2)CCN1 ?
CHRM1 antagonist: -9; M1 ag: -2; CHRM4 antagonist: -11; M5 PAM: 1; M4 ag: 1; TAAR1 agonist: 1; CHRM5 agonist: -1; M1 PAM: 8; M5 antag: 3

What do the screens show for `COc1ccc(NS(=O)(=O)c2ccc(C)c(C(=O)OC(C)C(=O)N3CCOCC3)c2)cc1` (stereo unspecified)?
CHRM1 antagonist: -7; M1 ag: 1; CHRM4 antagonist: 1; M5 PAM: 1; M4 ag: 8; TAAR1 agonist: 1; CHRM5 agonist: 4; M1 PAM: 4; M5 antag: 0

How did CCC(=O)N1CCc2cc(S(=O)(=O)NCCC(=O)N3CCN(c4cccc(OC)c4)CC3)ccc21 do in these assays?
CHRM1 antagonist: 3; M1 ag: -3; CHRM4 antagonist: -6; M5 PAM: 6; M4 ag: 10; TAAR1 agonist: 1; CHRM5 agonist: -5; M1 PAM: 7; M5 antag: 3

How did C=CCn1c(C)cc(-c2csc(NC)n2)c1C do in these assays?
CHRM1 antagonist: -12; M1 ag: -5; CHRM4 antagonist: -18; M5 PAM: 9; M4 ag: 1; TAAR1 agonist: 3; CHRM5 agonist: -1; M1 PAM: 8; M5 antag: -4

How did CC(C)(C)CC(C)(C)NC(=S)Nc1ccc(S(=O)(=O)N2CCOCC2)cc1 do in these assays?
CHRM1 antagonist: 16; M1 ag: -1; CHRM4 antagonist: 7; M5 PAM: -11; M4 ag: 11; TAAR1 agonist: 10; CHRM5 agonist: 4; M1 PAM: -15; M5 antag: 14

A section taken from the entries so far:
How did CCC(=O)N1CCc2cc(S(=O)(=O)NCCC(=O)N3CCN(c4cccc(OC)c4)CC3)ccc21 do in these assays?
CHRM1 antagonist: 3; M1 ag: -3; CHRM4 antagonist: -6; M5 PAM: 6; M4 ag: 10; TAAR1 agonist: 1; CHRM5 agonist: -5; M1 PAM: 7; M5 antag: 3

How did C=CCn1c(C)cc(-c2csc(NC)n2)c1C do in these assays?
CHRM1 antagonist: -12; M1 ag: -5; CHRM4 antagonist: -18; M5 PAM: 9; M4 ag: 1; TAAR1 agonist: 3; CHRM5 agonist: -1; M1 PAM: 8; M5 antag: -4

How did CC(C)(C)CC(C)(C)NC(=S)Nc1ccc(S(=O)(=O)N2CCOCC2)cc1 do in these assays?
CHRM1 antagonist: 16; M1 ag: -1; CHRM4 antagonist: 7; M5 PAM: -11; M4 ag: 11; TAAR1 agonist: 10; CHRM5 agonist: 4; M1 PAM: -15; M5 antag: 14

New compounds follow:
Results for COc1cc(CNc2ccc(O)cc2)cc(Br)c1OCc1ccccc1F ?
CHRM1 antagonist: 6; M1 ag: -4; CHRM4 antagonist: 0; M5 PAM: -2; M4 ag: -2; CHRM5 agonist: -3; M1 PAM: 6; M5 antag: -2

What do the screens show for `COC(=O)c1ccccc1C(=O)N1CCC(CCC(=O)NC2CC2)CC1`?
CHRM1 antagonist: -4; M1 ag: -2; CHRM4 antagonist: -3; M5 PAM: -1; M4 ag: 1; TAAR1 agonist: 1; CHRM5 agonist: -1; M1 PAM: 3; M5 antag: 7

Results for Cc1ccc2c(c1)NC(=O)C(CC(=O)NCCCN1CCCC1)O2 (stereo unspecified) ?
CHRM1 antagonist: 0; M1 ag: -13; CHRM4 antagonist: -3; M5 PAM: -4; M4 ag: 0; TAAR1 agonist: 0; CHRM5 agonist: -3; M1 PAM: 1; M5 antag: 3

Results for COCCCNC(=O)CS(=O)(=O)Cc1nc(-c2ccccc2C)oc1C ?
CHRM1 antagonist: -7; M1 ag: -4; CHRM4 antagonist: -3; M5 PAM: -3; M4 ag: 1; TAAR1 agonist: 1; CHRM5 agonist: 0; M1 PAM: 5; M5 antag: 3

What do the screens show for `Cc1ccc(OCc2ccc(C(=O)NCc3cccnc3)cc2)cc1C`?
CHRM1 antagonist: 10; M1 ag: -2; CHRM4 antagonist: 5; M5 PAM: -15; M4 ag: 17; TAAR1 agonist: 17; CHRM5 agonist: 2; M1 PAM: -7; M5 antag: 16

What do the screens show for `CC(=O)c1ccc(S(=O)(=O)N2CCN(C(=O)/C=C/c3ccc4ccccc4n3)CC2)cc1`?
CHRM1 antagonist: -5; M1 ag: -4; CHRM4 antagonist: -11; M5 PAM: -5; M4 ag: 9; TAAR1 agonist: 2; CHRM5 agonist: -3; M1 PAM: -4; M5 antag: 7

How did CCCC1=Nc2cc(C(=O)N3CCC(C(N)=O)CC3)ccc2Sc2ccccc21 do in these assays?
CHRM1 antagonist: -5; M1 ag: -4; CHRM4 antagonist: -21; M5 PAM: -4; M4 ag: 1; TAAR1 agonist: 1; CHRM5 agonist: -6; M1 PAM: 12; M5 antag: 16

What do the screens show for `CCN(CC(=O)Nc1cc(S(=O)(=O)N2CCCCC2)ccc1C)Cc1ccccc1`?
CHRM1 antagonist: 1; M1 ag: -4; CHRM4 antagonist: -10; M5 PAM: -7; M4 ag: 3; TAAR1 agonist: 9; CHRM5 agonist: -5; M1 PAM: -1; M5 antag: 7

Results for COc1cccc(NC(=O)COC(=O)c2c(-c3ccccc3)noc2C)c1 ?
CHRM1 antagonist: -2; M1 ag: -4; CHRM4 antagonist: 9; M5 PAM: -3; M4 ag: 0; TAAR1 agonist: 11; CHRM5 agonist: -3; M1 PAM: 1; M5 antag: -2

Results for COCCNc1oc(-c2ccc(Cl)cc2)nc1C#N ?
CHRM1 antagonist: -24; M1 ag: -3; CHRM4 antagonist: 1; M5 PAM: -3; M4 ag: 2; TAAR1 agonist: 7; CHRM5 agonist: -7; M1 PAM: 5; M5 antag: 1

Results for COc1ccc(/C=C2\SC(=S)N(CCC(=O)Nc3ccccc3C(=O)O)C2=O)cc1 ?
CHRM1 antagonist: -8; M1 ag: 0; CHRM4 antagonist: -8; M5 PAM: -2; M4 ag: -1; TAAR1 agonist: -2; CHRM5 agonist: -3; M1 PAM: 14; M5 antag: 7

Results for CSc1nsc(SCC(=O)NC2CCCCC2)n1 ?
CHRM1 antagonist: -5; M1 ag: -3; CHRM4 antagonist: -1; M5 PAM: -3; M4 ag: 0; TAAR1 agonist: 7; CHRM5 agonist: -3; M1 PAM: 6; M5 antag: -8

Results for CCc1nnc(NS(=O)(=O)c2ccc(N=Cc3c(C)[nH]n(-c4cccc(Cl)c4)c3=O)cc2)s1 ?
CHRM1 antagonist: -8; M1 ag: -6; CHRM4 antagonist: 6; M5 PAM: -5; M4 ag: 0; TAAR1 agonist: 9; CHRM5 agonist: 1; M1 PAM: 3; M5 antag: 5

How did CCOc1ccc(C=O)cc1CN1CCCCC1 do in these assays?
CHRM1 antagonist: -35; M1 ag: -4; CHRM4 antagonist: -4; M5 PAM: 1; M4 ag: 1; TAAR1 agonist: 9; CHRM5 agonist: -5; M1 PAM: 4; M5 antag: -1

What do the screens show for `Cc1[nH]c2ccc(-c3nnc(SCC(=O)NCc4ccco4)n3Cc3ccccc3)cc2c1C`?
CHRM1 antagonist: -1; M1 ag: 0; CHRM4 antagonist: -6; M5 PAM: -6; M4 ag: 10; TAAR1 agonist: 1; CHRM5 agonist: 3; M1 PAM: 7; M5 antag: 6

Results for Cc1ccccc1NC(=S)N(CCN1CCCCCC1)Cc1cccs1 ?
CHRM1 antagonist: 20; M1 ag: -4; CHRM4 antagonist: 9; M5 PAM: -10; M4 ag: 1; TAAR1 agonist: 1; CHRM5 agonist: -16; M1 PAM: -11; M5 antag: 3

What do the screens show for `CN1CCN(C(=O)c2c(O)c3cccc4c3n(c2=O)CC4)CC1`?
CHRM1 antagonist: -6; M1 ag: -2; CHRM4 antagonist: -13; M5 PAM: 5; M4 ag: 1; TAAR1 agonist: 0; CHRM5 agonist: 2; M1 PAM: 6; M5 antag: -7

Results for O=c1[nH]c(C2CCN(S(=O)(=O)/C=C/c3ccccc3)CC2)nc2c1nnn2Cc1ccc(F)cc1 ?
CHRM1 antagonist: -3; M1 ag: -6; CHRM4 antagonist: 5; M5 PAM: -7; M4 ag: 1; TAAR1 agonist: 2; CHRM5 agonist: -3; M1 PAM: -1; M5 antag: 17

Results for O=C(CCC(=O)N1CCOc2ccc(Cl)cc21)NCc1ccccc1 ?
CHRM1 antagonist: -7; M1 ag: -6; CHRM4 antagonist: -6; M5 PAM: -1; M4 ag: 3; TAAR1 agonist: -2; CHRM5 agonist: 0; M1 PAM: 4; M5 antag: 3

What do the screens show for `Oc1ccccc1-c1cc(C(F)(F)F)nc(-c2ccccc2)n1`?
CHRM1 antagonist: -3; M1 ag: -7; CHRM4 antagonist: 3; M5 PAM: -2; M4 ag: 3; TAAR1 agonist: 3; CHRM5 agonist: 0; M1 PAM: 10; M5 antag: 1

What do the screens show for `O=C(Nc1ccc2ncccc2c1)c1ccccc1Br`?
CHRM1 antagonist: -10; M1 ag: -3; CHRM4 antagonist: -10; M5 PAM: 5; M4 ag: 5; CHRM5 agonist: -1; M1 PAM: 9; M5 antag: 0
